WRN inhibitor: blocks human WRN helicase. AID 651768. Potency, µM (doses to about 114 µM), without a hit: at the highest dose activity change, negative = inhibition, hits mostly inhibitors. hit rate 0.46% among 360,000. WRN helicase unwinding, fluorescent forked duplex, kinetic. Q14191; further: potency means the concentration at half of the fitted maximal effect; on the % scale 0 is the no-effect control and ±100 the full control effect; nearly all actives have a fitted effect of over 55% in size
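WRN at 20 nM final preincubated with compound 15 min at room temperature; reaction started with 100 nM fluorophore/quencher forked duplex oligonucleotide and 2 mM ATP final. Unwinding followed kinetically by red fluorescence (ex 525, em 598 nm).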
PLK1 PBD inh: blocks phosphopeptide binding to human PLK1 polo-box domain. P53350. Plk1 PBD binding of FITC phosphopeptide, fluorescence polarization. Potency, µM, for the others: max response, negative = inhibition, hits mostly inhibitors. hit rate 2.8% among 360,000; further: potency means the concentration at half of the fitted maximal effect; series mostly up to about 57 µM; on the % scale 0 is the no-effect control and ±100 the full control effect; nearly all actives have a fitted effect of over 65% in size
PI5P4Ka inh: PI5P4K alpha (human) kinase inhibition. P48426. PI5P4Kalpha enzyme, ADP-Glo luminescence, 60 min; hits give low values. max response, %. hit rate 1.2% among 330,000; active means max response of -50% or lower; inconclusive means between -30% and -50%; inactive means -30% or higher; further: value at the top dose of about 77 µM; on the % scale 0 is the no-effect control and ±100 the full control effect
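qHTS, 1536-well: enzyme/substrate mix, compound by pin tool, 5 microM ATP final; RT 60 min; ADP-Glo reagents 1 (45 min) then 2 (30 min); luminescence.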
CCT modulator: changes cytosolic chaperonin activity; purified chaperonin ATPase assay, HTRF ADP detection, 30 min; activity change, % (concentration not given with the values), hits read low; hit rate 0.3% among 360,000; in the data active means activity change below about -30%; further: on the % scale 0 is the no-effect control and ±100 the full control effect
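Enzyme 40 or 20 nM (batch-dependent) in Tris pH 7.4/KCl/MgCl2/DTT; cpd 76 uM single point; ATP 10 uM; 30 min 37 °C; Transcreener ADP HTRF detection, 30 min RT; ratio 665/615.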
EPAC1 antag: EPAC1 (human) antagonism; AID 720709; hit rate 0.14% among 360,000; O95398; Potency, µM (highest dose often 115 µM), for the others: at the top dose activity change, negative = inhibition, most hits filed as inhibitors; EPAC1 GEF assay, Rap1b-BODIPY-GDP exchange fluorescence;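 further: potency means the concentration at half of the fitted maximal effect; plate controls were vehicle for no effect and positive control for full effect; nearly all actives have a fitted effect of over 50% in size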
Target sequence (O95398 whole entry, looked up): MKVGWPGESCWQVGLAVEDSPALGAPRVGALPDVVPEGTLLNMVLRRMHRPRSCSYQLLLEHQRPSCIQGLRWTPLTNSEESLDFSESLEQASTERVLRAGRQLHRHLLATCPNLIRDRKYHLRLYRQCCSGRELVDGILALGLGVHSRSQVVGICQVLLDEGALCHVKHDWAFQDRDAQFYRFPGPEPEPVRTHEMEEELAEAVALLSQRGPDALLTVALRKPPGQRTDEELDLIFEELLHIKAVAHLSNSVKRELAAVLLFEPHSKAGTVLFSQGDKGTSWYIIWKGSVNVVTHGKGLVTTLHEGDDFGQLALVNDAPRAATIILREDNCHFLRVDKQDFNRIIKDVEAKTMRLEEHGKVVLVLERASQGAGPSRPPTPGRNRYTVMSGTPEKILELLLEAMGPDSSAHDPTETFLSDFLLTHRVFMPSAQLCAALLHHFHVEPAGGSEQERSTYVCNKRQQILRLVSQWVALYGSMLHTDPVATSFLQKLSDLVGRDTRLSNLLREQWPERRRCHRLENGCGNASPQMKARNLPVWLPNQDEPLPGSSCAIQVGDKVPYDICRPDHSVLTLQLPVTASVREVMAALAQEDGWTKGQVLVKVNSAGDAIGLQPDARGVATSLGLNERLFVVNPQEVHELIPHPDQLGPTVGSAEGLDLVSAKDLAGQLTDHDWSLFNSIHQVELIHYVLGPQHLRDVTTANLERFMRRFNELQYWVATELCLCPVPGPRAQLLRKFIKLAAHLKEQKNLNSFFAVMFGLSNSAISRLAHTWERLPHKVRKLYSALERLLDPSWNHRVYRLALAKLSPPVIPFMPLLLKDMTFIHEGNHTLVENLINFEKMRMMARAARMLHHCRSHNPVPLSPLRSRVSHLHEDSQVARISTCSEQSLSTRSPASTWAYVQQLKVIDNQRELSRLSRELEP
MmCpn inh: M. maripaludis TRiC chaperonin inhibition | purified Mm-Cpn ATPase, ADP Transcreener TR-FRET | Potency, µM (top dose mostly 76.9 µM), for the others: top-dose activity, negative = inhibition, actives largely listed as inhibitors | hit rate 0.031% among 330,000; further: potency means the concentration at half of the fitted maximal effect; on the % scale 0 is the no-effect control and ±100 the full control effect; nearly all actives have a fitted effect of over 80% in size
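Inhibition of chaperonin ATP hydrolysis is measured as reduced ADP production, detected by competitive TR-FRET in which signal falls with ADP. Final enzyme 25 nM and ATP 10 uM, reacted 30 min at 37°C.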
EPAC2 antag: EPAC2 (human) antagonism; hit rate 0.18% among 360,000; EPAC2 GEF exchange of Rap1B-BODIPY-GDP, fluorescence; Potency, µM (series often up to 114 µM), for the others: at the highest dose activity, negative = inhibition, hits mostly inhibitors; Q8WZA2; AID 720708; further: potency means the concentration at half of the fitted maximal effect; on the % scale 0 is the no-effect control and ±100 the full control effect; nearly all actives have a fitted effect of over 45% in size; many of its hits are not listed in these tables
EPAC1 ag: EPAC1 (human) agonism; O95398; EPAC1 agonist qHTS, biochemical assay; response scale: 100% = response to 6.5 mM cAMP; Potency, µM (doses to about 154 µM), inactives show at the highest dose activation, most hits filed as activators; hit rate 0.073% among 360,000; AID 720707; further: potency means the concentration at half of the fitted maximal effect; nearly all actives have a fitted effect of over 60% in size
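Nucleotide exchange by EPAC1 (100 nM) on Rap1B–BODIPY-GDP (250 nM) in the presence of 50 uM GDP is tracked fluorescently at 480/540 nm over 30 min. Signals are normalized to a 6.5 mM cAMP control.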
Numbers without * were called inactive; ? = inconclusive; nt = not tested or not shown; [ ] = remark or other dose. Unless noted, the call rests on the fitted dose curve; in most records, active means well fitted curve in the direction sought with a large enough effect; inconclusive means small, poorly fitted or top-dose-only effect, or another doubt; inactive means no such curve, though single readings can be large; an effect the other way counts as inactive or inconclusive. Not all compounds are listed, so the mix of outcomes need not match the whole.

mol	EPAC1 antag	PLK1 PBD inh	WRN inhibitor	MmCpn inh	EPAC1 ag	CCT modulator	PI5P4Ka inh	EPAC2 antag
Clc1ccc(C(Cn2ccnc2)OCc2csc3c(Cl)cccc23)c(Cl)c1 (centres undefined)	-4%	2%	-3%	-1%	-4%	-1.9	-5	-8%
O=C(CF)N(O)c1ccc(C=Cc2ccccc2)cc1	7%	1%	0%	nt	-2%	-1.3	-2	23%
C=CCn1c(O)c(C=NCCN2CCNCC2)c(=O)[nH]c1=O	5%	-8%	9%	0%	-6%	-0.3	-5	0%
Cc1c(C=C2C(=O)NC(=O)NC2=O)c(=O)n(-c2ccccc2)n1C	12%	?	-10%	3%	13%	-1.0	-18	14%
O=C(c1cc2ccccn2n1)N1CCC2(CC1)OCCO2	2%	-2%	-1%	-1%	-5%	0.4	nt	3%
CCCNS(=O)(=O)c1ccc(OCC(=O)N2CCN(Cc3ccc4c(c3)OCO4)CC2)cc1	3%	-2%	3%	0%	4%	-2.0	nt	-3%
CNCCCc1ccccc1	-3%	-19%	2%	-2%	0%	-3.4	2	-9%
O=C(Nc1cccc(C(F)(F)F)c1)Oc1ccccc1N1CCOCC1	-29%	?	14%	-6%	-1%	0.6	12	-4%
CCCCn1c(O)c(/C=N/N2CCCCC2c2cccnc2)c(=O)[nH]c1=S (centres undefined)	-3%	-1%	-18%	-6%	-16%	1.4	-7	27%
Brc1ccc(CN2CCNCC2)s1	14%	-6%	-17%[57.1 µM]	-1%	-1%	-2.1	2	-1%
Nc1cc(Cl)cc(Cl)c1	4%	0%	-1%	-5%	-21%	-3.3	-2	-7%
O=C1/C(=C/c2ccccc2Cl)N2CCC1CC2	-20%	21µM*	3%	0%	-1%	-0.8	-2	2%
COc1ccc(C2=NCC(=O)N(CC(=O)NCc3ccco3)c3sc4c(c32)CCCC4)cc1	-26%	-21%	-12%	1%	19%	-0.5	nt	-17%
CCCCn1c(=O)c(C(=O)NCc2ccco2)c(O)c2ccccc21	13%	-7%	4%	-4%	5%	-2.4	9	-10%
O=C1NC(=O)[C@]2(Cc3ccccc3N3CCN(c4ccccc4)CC32)C(=O)N1Cc1ccccc1 (some centres undefined)	-28%	-18%	-30%	-3%	-3%	-0.1	?	0%
CN1CCc2nc(SCc3ccccc3Br)c(C#N)cc2C1	-8%	-16%	-2%	-3%	1%	0.2	-2	-20%

In another format: ten of the compounds above.
Each structure is followed by: EPAC1 antag, PLK1 PBD inh, WRN inhibitor, MmCpn inh, EPAC1 ag, CCT modulator, PI5P4Ka inh, EPAC2 antag
- Cc1c(C=C2C(=O)NC(=O)NC2=O)c(=O)n(-c2ccccc2)n1C
 : 12%, ?, -10%, 3%, 13%, -1.0, -18, 14%
- O=C(c1cc2ccccn2n1)N1CCC2(CC1)OCCO2
 : 2%, -2%, -1%, -1%, -5%, 0.4, nt, 3%
- CCCNS(=O)(=O)c1ccc(OCC(=O)N2CCN(Cc3ccc4c(c3)OCO4)CC2)cc1
 : 3%, -2%, 3%, 0%, 4%, -2.0, nt, -3%
- CNCCCc1ccccc1
 : -3%, -19%, 2%, -2%, 0%, -3.4, 2, -9%
- O=C(Nc1cccc(C(F)(F)F)c1)Oc1ccccc1N1CCOCC1
 : -29%, ?, 14%, -6%, -1%, 0.6, 12, -4%
- CCCCn1c(O)c(/C=N/N2CCCCC2c2cccnc2)c(=O)[nH]c1=S (centres undefined)
 : -3%, -1%, -18%, -6%, -16%, 1.4, -7, 27%
- Brc1ccc(CN2CCNCC2)s1
 : 14%, -6%, -17%[57.1 µM], -1%, -1%, -2.1, 2, -1%
- Nc1cc(Cl)cc(Cl)c1
 : 4%, 0%, -1%, -5%, -21%, -3.3, -2, -7%
- O=C1/C(=C/c2ccccc2Cl)N2CCC1CC2
 : -20%, 21µM*, 3%, 0%, -1%, -0.8, -2, 2%
- COc1ccc(C2=NCC(=O)N(CC(=O)NCc3ccco3)c3sc4c(c32)CCCC4)cc1
 : -26%, -21%, -12%, 1%, 19%, -0.5, nt, -17%

More compounds:
mol	EPAC1 antag	PLK1 PBD inh	WRN inhibitor	MmCpn inh	EPAC1 ag	CCT modulator	PI5P4Ka inh	EPAC2 antag
COC1CCCCC1NCCc1ccccc1 (centres undefined)	15%	6%	-5%	1%	0%	2.6	-5	-6%
Cc1ccc(CN2Cc3ccc(Br)cc3-n3nncc3C2)cc1	-7%	-4%	-1%	nt	13%	-0.7	4	-9%
C[N+]1(C)C2CCC1CC(OC(=O)C(CO)c1ccccc1)C2 (centres undefined)	0%	4%	8%	-4%[15.4 µM]	nt	0.3	2	20%
Cn1cc(/C=C(\C(=O)O)C(C(=O)O)=C2CCCCC2)c2ccccc21	4%	15µM*	-9%	0%	-4%	-1.8	-30	-1%
CCCCC1(CCO)C(=O)NC(=S)NC1=O	11%	-12%	5%	nt	3%	-2.8	0	-3%
